N370S GC: inhibitors or activators of N370S glucocerebrosidase for Gaucher disease | N370S GC spleen homogenate, 4MU-glucoside fluorescence | 330,000 compounds, 0.092% hits | Potency, µM (titrated, usually from 59.4 µM), for inactives: at the top dose activity change, negative = inhibition, actives largely listed as inhibitors | P04062 | AID 2101;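 note: 0% = full enzyme activity and -100% = no enzyme basal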
GCN5L2 inh: GCN5L2 (KAT2A) acetyltransferase inhibition. GCN5L2 HAT assay, ThioGlo1 CoA-SH fluorescence. Potency, µM (series often up to 58.9 µM), without a hit: at the highest dose activity change, negative = inhibition, usual class: inhibitors. 390,000 compounds, 0.21% hits
Target sequence (Q92830 whole entry, looked up): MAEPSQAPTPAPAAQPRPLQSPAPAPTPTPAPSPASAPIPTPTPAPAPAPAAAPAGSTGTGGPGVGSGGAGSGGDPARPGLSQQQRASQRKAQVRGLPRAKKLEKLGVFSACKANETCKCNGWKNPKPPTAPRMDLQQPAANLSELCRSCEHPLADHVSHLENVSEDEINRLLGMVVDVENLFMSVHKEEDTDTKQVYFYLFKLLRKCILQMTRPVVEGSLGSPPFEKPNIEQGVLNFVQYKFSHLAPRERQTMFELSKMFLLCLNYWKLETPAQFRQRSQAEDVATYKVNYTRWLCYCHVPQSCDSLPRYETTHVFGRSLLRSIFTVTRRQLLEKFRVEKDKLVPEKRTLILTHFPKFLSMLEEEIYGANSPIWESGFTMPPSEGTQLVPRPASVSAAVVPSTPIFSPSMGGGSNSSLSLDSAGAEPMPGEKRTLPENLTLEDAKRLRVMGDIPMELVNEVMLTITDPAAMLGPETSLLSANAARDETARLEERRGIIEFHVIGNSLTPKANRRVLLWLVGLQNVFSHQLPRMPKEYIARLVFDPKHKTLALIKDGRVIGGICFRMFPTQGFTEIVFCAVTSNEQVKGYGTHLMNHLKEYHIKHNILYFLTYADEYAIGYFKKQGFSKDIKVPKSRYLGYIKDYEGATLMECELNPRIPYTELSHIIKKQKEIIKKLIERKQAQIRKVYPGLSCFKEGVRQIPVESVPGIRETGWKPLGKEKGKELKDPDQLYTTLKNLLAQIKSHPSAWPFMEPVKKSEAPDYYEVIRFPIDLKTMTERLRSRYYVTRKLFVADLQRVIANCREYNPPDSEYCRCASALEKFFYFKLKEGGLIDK
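GCN5L2 (20nM final) in 50mM HEPES, 0.1mM EDTA pH 7.5, 0.01% Tween-20 was preincubated 15 min at room temperature with compound, then given ThioGlo1 (50uM), H3(1-25) peptide (75uM) and acetyl-CoA (70uM); CoA-thiol fluorescence (Ex340/Em540) was read at 0 and 20 min.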
FEN1 inhibitor: human FEN1 inhibition | P39748 | Potency, µM (top dose mostly 114 µM), for inactives: at the highest dose activity change, negative = inhibition, most hits filed as inhibitors | 390,000 compounds, 0.35% hits | Recombinant FEN1 flap cleavage, fluorescence, 15 min | AID 588795; note: nearly all actives have a fitted effect of over 65% in size
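In this screen, 50 nM flap DNA substrate was added to 10 nM FEN1 pretreated with compound for 15 min at room temperature; cleavage was followed with reads at 0 and 15 min, and Hill fitting gave concentration–response parameters.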
The depositor's hits bear a star; u = inconclusive; x = not tested or not shown; & = joins results of further samples; [ ] = remark or other dose. Calls come from the whole dose curve; as a rule, active = well fitted curve in the direction sought with a large enough effect; inconclusive = small, poorly fitted or top-dose-only effect, or another doubt; inactive = no such curve, though single readings can be large; an effect the other way counts as inactive or inconclusive. Unless noted, % is set by controls: 0 for no effect and ±100 for the full control effect; potency is the fitted concentration of half-maximal effect. An excerpt. The share of hits here may be higher or lower than overall.

1	C/C(=N\N1CCCCCC1)c1c(O)n(-c2ccccc2)c(=O)[nH]c1=O
2	CC1CCc2cc(F)cc3c(=O)c(C(=O)O)cn1c23 (configuration not stated)
3	O=C(c1ccc(F)cc1)N1CCC2(CC1)OCCO2
4	C=C/C(=C/C(=O)C[C@H](C)C[C@@H](C)CC[C@H](O)[C@H](C)C(=O)C[C@@H](O)[C@H](C)[C@@H](C)OC(=O)C[C@@H](O)C1=C(C)C(=O)OC1=O)CC
5	CCOc1ccc(NC(=O)c2cccn(Cc3cccc(Cl)c3)c2=O)cc1
6	CCn1cc(C(=O)N2CCOCC2)c2ccccc21
7	Cc1ccc(-c2nc3ccccc3c(=O)n2-c2ccc(Br)cn2)cc1
8	CC(=O)c1cn(Cc2ccc(F)cc2)c2ccccc12
screen / no.	1	2	3	4	5	6	7	8
N370S GC	4%	u	-8%	15%[12.8 µM]	x	-2%	10%	5%
GCN5L2 inh	-3%	0%	-3%	3.2µM*	-13%	-6%	-8%	-5%
FEN1 inhibitor	-2%	-2%	-2%	x	-5%	-3%	-1%	1%

9	O=C(c1ccco1)N1CCC[C@@]2(CCN(Cc3ccncc3)C2)C1
10	Cc1cc(C)cc(N2C(=O)NC(=O)/C(=C\c3cc(C)n(C)c3C)C2=O)c1
11	C=CCN1C(=O)/C(=C/c2ccc(Br)s2)C(=O)NC1=S
12	N=C1c2ccccc2CN1NC(=O)c1ccc(F)cc1
13	COC(=O)[C@@H]1C[C@H]1[C@@H](NP(=O)(c1ccccc1)c1ccccc1)c1ccccc1
14	c1csc(CN2CC[C@@]3(CCCNC3)C2)n1
15	CC1C(=O)OC2O[C@]3(C)CC[C@H]4C(C)CCC1[C@]24OO3 (some centres not stated)
16	COC(=O)C1=C(c2cccc(OCc3ccccc3)c2)C[C@@H]2CC[C@H]1N2C(=O)NCc1cccc(C(F)(F)F)c1
screen / no.	9	10	11	12	13	14	15	16
N370S GC	10%	0%	-1%	0%	u	-4%	7%	x
GCN5L2 inh	-3%	-3%	-24%	-4%	-6%	-2%	11%	-7%
FEN1 inhibitor	x	2%	u	-2%	-11%	x	x	-22%

17	COc1ccccc1[As](=O)(O)CC(O)COc1ccc(Cl)cc1Cl (configuration not stated)
18	CCOc1ccc(CN(CCCl)CCCl)cc1C(=O)OC
19	COC(=O)C1=C(c2ccc(S(C)(=O)=O)cc2)C[C@@H]2CC[C@H]1N2C
20	CC1CCC(NCCc2ccc3c(c2)OCO3)CC1 (configuration not stated)
21	COc1ccc(-c2nn(CCC#N)cc2C(=O)Nc2ccccc2Br)cc1[N+](=O)[O-]
22	CCOc1cc2c(cc1OCC)-n1cccc1C(c1ccc(OC)cc1)NC2 (configuration not stated)
23	CCS(=O)(=O)N1CCC(C(=O)N2CCC3(CC2)OCCO3)CC1
24	COC(=O)N1C(c2ccccc2)C1c1ccccc1 (configuration not stated)
screen / no.	17	18	19	20	21	22	23	24
N370S GC	1%	23%	x	1%	-3%	u	2%	-1%
GCN5L2 inh	-5%	-6%	2%	2%	-14%	-22%	-5%	0%
FEN1 inhibitor	x	-5%	-1%	22%	-14%	-17%	-3%	-8%

Reprinted from above, 18 compounds:
4	C=C/C(=C/C(=O)C[C@H](C)C[C@@H](C)CC[C@H](O)[C@H](C)C(=O)C[C@@H](O)[C@H](C)[C@@H](C)OC(=O)C[C@@H](O)C1=C(C)C(=O)OC1=O)CC
5	CCOc1ccc(NC(=O)c2cccn(Cc3cccc(Cl)c3)c2=O)cc1
6	CCn1cc(C(=O)N2CCOCC2)c2ccccc21
7	Cc1ccc(-c2nc3ccccc3c(=O)n2-c2ccc(Br)cn2)cc1
8	CC(=O)c1cn(Cc2ccc(F)cc2)c2ccccc12
9	O=C(c1ccco1)N1CCC[C@@]2(CCN(Cc3ccncc3)C2)C1
10	Cc1cc(C)cc(N2C(=O)NC(=O)/C(=C\c3cc(C)n(C)c3C)C2=O)c1
11	C=CCN1C(=O)/C(=C/c2ccc(Br)s2)C(=O)NC1=S
12	N=C1c2ccccc2CN1NC(=O)c1ccc(F)cc1
13	COC(=O)[C@@H]1C[C@H]1[C@@H](NP(=O)(c1ccccc1)c1ccccc1)c1ccccc1
screen / no.	4	5	6	7	8	9	10	11	12	13
N370S GC	15%[12.8 µM]	x	-2%	10%	5%	10%	0%	-1%	0%	u
GCN5L2 inh	3.2µM*	-13%	-6%	-8%	-5%	-3%	-3%	-24%	-4%	-6%
FEN1 inhibitor	x	-5%	-3%	-1%	1%	x	2%	u	-2%	-11%

14	c1csc(CN2CC[C@@]3(CCCNC3)C2)n1
15	CC1C(=O)OC2O[C@]3(C)CC[C@H]4C(C)CCC1[C@]24OO3 (some centres not stated)
16	COC(=O)C1=C(c2cccc(OCc3ccccc3)c2)C[C@@H]2CC[C@H]1N2C(=O)NCc1cccc(C(F)(F)F)c1
17	COc1ccccc1[As](=O)(O)CC(O)COc1ccc(Cl)cc1Cl (configuration not stated)
18	CCOc1ccc(CN(CCCl)CCCl)cc1C(=O)OC
19	COC(=O)C1=C(c2ccc(S(C)(=O)=O)cc2)C[C@@H]2CC[C@H]1N2C
20	CC1CCC(NCCc2ccc3c(c2)OCO3)CC1 (configuration not stated)
21	COc1ccc(-c2nn(CCC#N)cc2C(=O)Nc2ccccc2Br)cc1[N+](=O)[O-]
screen / no.	14	15	16	17	18	19	20	21
N370S GC	-4%	7%	x	1%	23%	x	1%	-3%
GCN5L2 inh	-2%	11%	-7%	-5%	-6%	2%	2%	-14%
FEN1 inhibitor	x	x	-22%	x	-5%	-1%	22%	-14%

Additional results.
25	N/C(=N/[N+](=O)[O-])N1CCN(C(=O)Oc2ccc([N+](=O)[O-])cc2)CC1
26	Cc1cc(C)c(S(=O)(=O)NCC2CCC(C(=O)N3CCC4(CC3)OCCO4)CC2)c(C)c1 (configuration not stated)
27	C=CCn1c(O)c(/C=C2/C=c3ccccc3=N2)c(=O)[nH]c1=S
28	C=CCN1C(=O)NC(=O)/C(=C/c2cnc(SC)nc2)C1=O
29	CCN(CC)Cc1c[nH]c2ccccc12
30	CC1(C)N2CC3([N+](=O)[O-])CN1CC([N+](=O)[O-])(C2)C3
31	C=C(C)CN1CC[C@@]23c4c5ccc(O)c4O[C@H]2c2[nH]c4ccccc4c2C[C@]3(O)[C@@H]1C5
32	COC(=O)C1=C(c2ccc(F)cc2F)C[C@@H]2CC[C@H]1N2C(=O)N1CCCCC1
screen / no.	25	26	27	28	29	30	31	32
N370S GC	-6%	-1%	1%	-6%	9%	-5%	-14%	x
GCN5L2 inh	14%	-3%	u	-3%	-6%	-3%	-17%	-2%
FEN1 inhibitor	7%	-3%	-5%	-1%	-15%	-13%	x	-6%

33	N[C@@H](Cc1ccc(N(CCCl)CCCl)cc1)C(=O)O
34	O=C(CCc1nnc2ccc(NCc3ccccc3)nn12)N1CCC2(CC1)OCCO2
35	C[C@]12CC[C@@H]3[C@@H](CCC4=CC(=O)CC[C@@H]43)[C@@H]1CC[C@@H]2OC(=O)CCc1ccccc1
36	CN(C)CC1CCCCC1OC(=O)c1ccc(Cl)c(Cl)c1 (configuration not stated)
37	O=C(c1ccc(Cl)cc1)C1CCCN(Cc2ccc3nonc3c2)C1 (configuration not stated)
38	C=C(C)C1CCC(C)=CC1c1c(OC)cc(C)cc1OC (configuration not stated)
39	COc1cc(N2CCOCC2)ccc1/C=C1\C(=O)NC(=O)N(Cc2ccc3c(c2)OCO3)C1=O
40	CN(C)C(=O)Oc1ccc(NC(=O)N2CCOCC2)cc1
screen / no.	33	34	35	36	37	38	39	40
N370S GC	u	-10%	4%	15%	-4%	3%	-16%	1%
GCN5L2 inh	-18%&-15%	-1%	-9%	-2%	-5%	0%	-17%	-10%
FEN1 inhibitor	-6%	2%	x	7%	-17%	x	-14%	21%

41	CC1CCCN(CC(=O)c2ccc(Cl)c(Cl)c2)C1 (configuration not stated)
42	Clc1ccc(OCC#CCN2CCOCC2)cc1
43	C[C@@]12CC[C@H]3[C@@H](CC[C@]4(O)C[C@H](O)CC[C@@]34C=O)[C@]1(O)CC[C@@H]2C1=CC(=O)OC1
44	C[C@]12O[C@H](C[C@@]1(O)C(=O)O)n1c3ccccc3c3c4c(c5c6ccccc6n2c5c31)CNC4=O
45	CCCCCCCCCCCCCCCCOC[C@@H](COP(=O)([O-])OCC[N+](C)(C)C)OC(C)=O
46	OC(CNC1CCCCC1)C(F)(F)F (configuration not stated)
47	COc1ccc(C(=O)C2CCCN(Cc3ccon3)C2)c(OC)c1 (configuration not stated)
48	O=C(CN1CCCCC1)c1ccccc1F
screen / no.	41	42	43	44	45	46	47	48
N370S GC	-2%	9%	5%[21.6 µM]	1%	4%&0%	0%	-7%	-3%
GCN5L2 inh	3%	-13%	9%[21.4 µM]	37%[activator]	10%	10%	-9%	-1%
FEN1 inhibitor	-6%	14%	x	x	x	4%	-11%	18%

49	O=c1[nH]c(O)c(N=Nc2cccc(S(=O)(=O)N3CCOCC3)c2)c(=O)[nH]1
50	COC(=O)C1=C(c2ccc(OC)c(OC)c2)C[C@@H]2CC[C@H]1N2C(=O)NC1Cc2ccccc2C1
51	Cc1ccc(OCC(=O)Nc2ccc(Cl)cc2C(=O)c2ccccc2)c(Br)c1
52	C=C1C(O)(c2ccccc2)C2CC[N+]1(C)CC2 (configuration not stated)
53	Cc1[nH]c2ccccc2c1CCCNC1CCCCC1
54	CC(C)Oc1cc(-n2nc(C(C)(C)C)oc2=O)c(Cl)cc1Cl
55	C=CCn1c(O)c(C(C)=NCCc2ccccc2)c(=O)[nH]c1=O
56	CC(C)CCNC(=O)CNC(=O)[C@@H](C)NC(=O)[C@@H](N)Cc1ccc(O)cc1
screen / no.	49	50	51	52	53	54	55	56
N370S GC	-9%	x	x	1%	9%	-1%	19%	-3%
GCN5L2 inh	-9%	3%	-8%	-7%	0%	-19%	-5%	6%
FEN1 inhibitor	3%	6%	-4%	1%	2%	x	-1%	x

Grouped by structure: the compounds so far containing a CF3 group (2)
16	COC(=O)C1=C(c2cccc(OCc3ccccc3)c2)C[C@@H]2CC[C@H]1N2C(=O)NCc1cccc(C(F)(F)F)c1
46	OC(CNC1CCCCC1)C(F)(F)F (configuration not stated)
screen / no.	16	46
N370S GC	x	0%
GCN5L2 inh	-7%	10%
FEN1 inhibitor	-22%	4%

Next part:
57	Cc1cc(OCC(=O)O)c2c3c(c(=O)oc2c1)CCCC3
58	O=C1NC(=O)C(CCc2ccncc2)(c2ccccc2)C(=O)N1
59	C[N+]12CN3CN(CN(C3)C1)C2
60	Cc1cccc(N2C(=O)NC(=O)/C(=C/c3ccc([N+](=O)[O-])o3)C2=O)c1
61	CC1=C2[C@@H]3OC(=O)[C@H](C)C3CC[C@@]2(C)C=CC1=O (some centres not stated)
62	CCC(Oc1cc(Cl)ccc1Cl)C(=O)N1CCC2(CC1)OCCO2 (configuration not stated)
63	CN(C=O)CP(=O)(O)CN(C)C=O
64	COc1ccc(OCC(=O)N2CCN(Cc3cc(=O)n4nc(-c5ccc(OC)cc5)sc4n3)CC2)cc1
screen / no.	57	58	59	60	61	62	63	64
N370S GC	-1%	7%	-4%	5%	-1%	u	4%	x
GCN5L2 inh	-25%	-5%	-10%	25µM*	-23%	-26%	u	-7%
FEN1 inhibitor	-1%	-2%	-10%	20µM*	2%	10%	-12%	14%

65	CCCNC(=O)c1c(N)n(CC2CCCO2)c2nc3ccccc3nc12 (configuration not stated)
66	O=C1NS(=O)c2cc([N+](=O)[O-])cc([N+](=O)[O-])c21 (configuration not stated)
67	COC(=O)c1cc(COc2cc(C)cc3oc(=O)c4c(c23)CCC4)c(C)o1
68	O=C(c1ccc2nc(-c3ccco3)c(-c3ccco3)nc2c1)N1CCC2(CC1)OCCO2
69	O=C(c1cc(Br)ccc1Cl)N1CCC2(CC1)OCCO2
70	Fc1ccc(C(OCCN2CCN(CCCc3ccccc3)CC2)c2ccc(F)cc2)cc1
71	COC(=O)C1=C(c2ccc(F)cc2OCc2ccccc2)C[C@@H]2CC[C@H]1N2C(=O)NCc1ccccc1C(F)(F)F
72	COCc1cc(OC(=O)N(C)C)nc(-c2ccccc2)n1
73	Cc1ccc(C)c(NC(=S)NCCc2cnc[nH]2)c1
screen / no.	65	66	67	68	69	70	71	72	73
N370S GC	14%	3%	16%	-7%	0%	u	x	-8%	3%
GCN5L2 inh	u	1%	-1%	-11%	u	-8%	-8%	-10%	1%
FEN1 inhibitor	u	-9%	x	-8%	-2%	-6%	-7%	9%	7%

Source: PubChem
